ELG1 repair inh: inhibitors of ELG1-dependent DNA repair in HEK293T cells | HEK293T ELG1-luciferase reporter, luminescence, 16 h; DNA damage induced by 5-fluorouridine | Potency, µM (titrated, usually from 46.1 µM), for the others: top-dose activity change, negative = inhibition, most hits filed as inhibitors | 330,000 tested, 2.3% active; note: potency is the fitted concentration of half-maximal effect; % is set by controls: 0 for no effect and ±100 for the full control effect; nearly all actives have a fitted effect of over 55% in size
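Quantitative HTS, concentration-response format. 2,000 cells/well co-treated with 5-fluorouridine and compound, 16 hr in 5% CO2 at 37 °C; ONE-Glo luminescence read after 30 min.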
Integrin act MD: activators of alpha7 integrin expression for muscular dystrophy. alpha7betagal myoblasts, beta-gal FDG fluorescence, 48 h. 350,000 tested, 0.064% active. Potency, µM (highest dose often 38.3 µM), for inactives: at the highest dose activation, hits mostly activators;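 note: potency is the fitted concentration of half-maximal effect; 100% = response of the positive control SU9516; nearly all actives have a fitted effect of over 60% in size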
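Alpha7betagal+/- myoblasts (passage 13) were plated 16-24 hr, then exposed to compounds (1:260 dilution of DMSO stock) for 48 hours at 37C. After MPER lysis, β-galactosidase reporter activity was read as FDG fluorescence (ex 480/em 540) after 30 minutes.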
TSG101-PTAP inh: blocks PTAP/TSG101 interaction to inhibit HIV-1 budding; 340,000 tested, under 10 active; Potency, µM (series often up to 115 µM), without a hit: at the top dose activity change, negative = inhibition, hits mostly inhibitors; Q99816; Fluorescence polarization, FITC-PTAP peptide / Tsg101 binding; AID 493005; active = well fitted inhibition curve with a large enough effect in the main read-out, with a control signal flat, not every such curve was filed as active; inconclusive = small, poorly fitted or top-dose-only effect, or effect the other way, or a change in a side signal; inactive = no such curve, though single readings can be large or run the other way; note: potency is the fitted concentration of half-maximal effect; % of control where 0% means no effect
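Tsg101 binding domain (10 uM final) was mixed with compound and a FITC-labeled PTAP peptide (50 nM final) in HEPES pH 7.5 buffer with NaCl, Tween 20, EDTA and TCEP; fluorescence polarization was read after 20 min at r.t.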
CXXC DNA block: inhibitors of human MLL CXXC domain-DNA interaction; Q03164; MLL-CXXC / FITC-HOXA9 DNA fluorescence polarization; Potency, µM (series often up to 115 µM), inactives show at the top dose activity change, negative = inhibition, hits mostly inhibitors; 290,000 tested, 0.037% active; AID 2662; active = well fitted inhibition curve with a large enough effect in the polarisation, with a control signal flat, not every such curve was filed as active; inconclusive = small, poorly fitted or top-dose-only effect, or effect the other way, or a change in a side signal; inactive = no such curve, though single readings can be large or run the other way; the % refers to the polarisation; note: potency is the fitted concentration of half-maximal effect
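Purified MLL-CXXC (added from a 7 uM solution) was preincubated 5 min at ambient with pinned compounds in 50 mM Tris-HCl pH 7.5, 50 mM NaCl, 1 mM DTT, 0.05% BSA. Fluorescein-labeled HOX-A9 DNA (50 nM solution) followed, 30 min, then polarization read.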
B2AR arrestin: beta2AR (human) beta-arrestin recruitment activity; P07550; beta-arrestin recruitment to beta2AR, cell-based reporter; Potency, µM (doses to about 46.1 µM), without a hit: at the top dose activation, actives largely listed as activators; 330,000 tested, 0.02% active; AID 492947;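 note: potency is the fitted concentration of half-maximal effect; 0% = DMSO controls and full agonism = EC100 isoproterenol or metaproterenol; nearly all actives have a fitted effect of over 65% in size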
TRPV1 ag: agonists of human vanilloid receptor 1 (TRPV1); Q8NER1; TRPV1-expressing cells, Fluo-8 calcium influx, agonist mode; activation, % at 8.33 µM; 320,000 tested, 0.19% active; AID 540275; in the data active = activation above about 80%; inconclusive = between about 30% and that limit; note: 0% is about no effect
Target sequence (Q8NER1 whole entry, looked up): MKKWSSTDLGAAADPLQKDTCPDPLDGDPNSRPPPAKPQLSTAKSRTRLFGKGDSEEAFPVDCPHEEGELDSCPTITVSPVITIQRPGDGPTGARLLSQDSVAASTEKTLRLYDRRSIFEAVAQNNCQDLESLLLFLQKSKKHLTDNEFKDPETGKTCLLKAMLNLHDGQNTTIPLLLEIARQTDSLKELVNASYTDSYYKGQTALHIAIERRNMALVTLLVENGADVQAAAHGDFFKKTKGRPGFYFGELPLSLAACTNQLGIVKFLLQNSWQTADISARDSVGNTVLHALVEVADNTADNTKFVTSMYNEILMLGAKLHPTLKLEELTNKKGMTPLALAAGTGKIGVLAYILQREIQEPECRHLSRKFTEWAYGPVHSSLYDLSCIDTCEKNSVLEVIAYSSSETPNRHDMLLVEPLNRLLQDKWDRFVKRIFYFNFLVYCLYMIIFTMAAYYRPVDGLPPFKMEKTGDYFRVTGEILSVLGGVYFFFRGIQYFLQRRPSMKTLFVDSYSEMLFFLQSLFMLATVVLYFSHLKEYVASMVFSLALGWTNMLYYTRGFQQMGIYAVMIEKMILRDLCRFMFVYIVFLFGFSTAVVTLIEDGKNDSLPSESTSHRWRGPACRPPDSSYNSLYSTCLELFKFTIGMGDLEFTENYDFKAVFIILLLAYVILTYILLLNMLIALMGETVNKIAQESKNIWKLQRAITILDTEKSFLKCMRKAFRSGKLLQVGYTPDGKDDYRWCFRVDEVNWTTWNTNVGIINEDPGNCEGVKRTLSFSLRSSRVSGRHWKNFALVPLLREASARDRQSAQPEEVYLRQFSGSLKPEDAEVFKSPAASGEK
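TRPV1-expressing cells were cultured overnight at 35.5C and loaded with Fluo-8 calcium dye for 40 to 90 min at room temperature. After a 10 s baseline, compound was added and calcium influx was read kinetically for 3 min (ex 480/em 520 nm).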
p53 reactivation: re-activators of mutant p53; H1299 p53-A138V BP100-luciferase reporter, luminescence, 24 h; Potency, µM (highest dose often 92.2 µM), for the others: at the highest dose activity change, positive = activation, usual class: activators; 320,000 tested, 0.063% active; note: potency is the fitted concentration of half-maximal effect; % of control where 0% means no effect; nearly all actives have a fitted effect of over 45% in size
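H1299 (p53-null), stable ts p53-A138V + BP100-Luc; 1000 cells/well, Opti-MEM/10% FBS; cpd 4 pt, 1:5; 24 h, 37 deg C, 5% CO2; detection reagent 10 min RT; luminescence.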
TCR activator: activates T cell receptor signaling; primary human leukocytes, anti-CD3, IL-2 HTRF, 48 h; Potency, µM (top dose mostly 9.22 µM), without a hit: top-dose activation of IL-2 secretion, usual class: activators; 330,000 tested, under 10 active; note: % of control where 0% means no effect
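TCR engagement came from a-CD3 beads alone, with compounds added to primary human leukocytes for 48 hr. Secreted IL-2 bridged europium cryptate- and d2-labelled anti-IL-2 antibodies, giving FRET emission at 665nm after 320nm excitation.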
A-T KAP1 phos: potential ataxia-telangiectasia treatment | 320,000 tested, 0.19% active | Potency, µM (highest dose often 57.5 µM), for the others: at the highest dose activation, usual class: activators | […] A-T fibroblasts, KAP-1 phosphorylation AlphaLISA; neocarzinostatin DNA damage 30 min before lysis; note: potency is the fitted concentration of half-maximal effect; % of control where 0% means no effect; nearly all actives have a fitted effect of over 45% in size
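ATM-like activity read as KAP-1 phosphorylation via AlphaLISA donor/acceptor antibody pairs after lysis and 6 hr at 25C. Cells were ATM-null patient fibroblasts ([…], hTERT), dosed 60 min, then exposed to the DSB inducer NCS for 30 min.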
BRCA1 expr up: activators of BRCA1 expression; MCF7-BRCA1-FFLuc reporter, luminescence, 48 h; response scale: scaled: vehicle 0%, 10 µM genistein 100%; Potency, µM (highest dose often 46.1 µM), for inactives: at the highest dose activation, actives largely listed as activators; 380,000 tested, 1.1% active; AID 624202; note: potency is the fitted concentration of half-maximal effect; nearly all actives have a fitted effect of over 80% in size; some results filed as inactive show a strong effect at the top dose
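Luminescence from a BRCA1-driven firefly luciferase in MCF7 cells was the read-out, taken 15 min after substrate addition following 48 h compound exposure at 37 °C. Data were normalized to a 10 microM genistein control and DMSO vehicle.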
The depositor's hits bear a star; ? = inconclusive; · = not tested or not shown; [ ] = dose if it differs, or a comment. Unless noted, calls come from the whole dose curve; as a rule, active = well fitted curve in the direction sought with a large enough effect; inconclusive = small, poorly fitted or top-dose-only effect, or another doubt; inactive = no such curve, though single readings can be large; an effect the other way counts as inactive or inconclusive.

SMILES	ELG1 repair inh	Integrin act MD	TSG101-PTAP inh	CXXC DNA block	B2AR arrestin	TRPV1 ag	p53 reactivation	TCR activator	A-T KAP1 phos	BRCA1 expr up
O=C(/C=C/c1ccc2c(c1)OCO2)c1ccccn1	?	-28%	2%	2%	0.5%	?	32µM*	2%	4%	67%
COCCCNC(=S)NNC(=O)c1cc(-c2cccnc2)nc2ccccc12	-4%	-12%	-3%	7%	0.2%	4	17%	-2%	-6%	-4%
O=C1CCCN1CCCNC(=S)Nc1cccc2ccccc12	15%	13%	1%	13%	-0.1%	0	11%	-8%	-2%	2%
c1ccc2c(-c3nn[nH]n3)cccc2c1	9%	1%	-7%	4%	-1.7%	3	1%	2%[46.1 µM]	1%	-1%
COc1cccc(C(=O)NC(=O)Nc2nc(C)cc(C(F)(F)F)n2)c1	-15%	-3%	-1%	21%	0.2%	5	-2%	-2%	-9%	0%
CCC(C)c1c(O)nc(SCC(=O)N2CCCCCC2)[nH]c1=O (stereo not given)	-11%	16%	-3%	2%	-0.2%	-1	11%	-4%	-6%	1%
Cc1cc(C)nc(SCc2nnc(SCC(=O)Nc3ccc(Cl)c(C(F)(F)F)c3)o2)n1	-18%	-24%	-10%	2%	0.1%	2	-2%	1%	3%	12%
CC(C)(C)NC(=S)NCc1cccnc1	1%	1%[7.66 µM]	0%	-7%	-0.4%	·	3%	·	-9%	-5%
Cn1c(C(=O)NCCN2CCN(Cc3ccccc3)CC2)cc2c(=O)n(C)c3ccccc3c21	26%	0%	-4%	7%	0.0%	-3	0%	8%	-54%[inhibitor]	-4%
COc1ccc(C(=O)N/N=C/c2ccc(OC)c(COc3ccc(F)cc3F)c2)cc1	9.2µM*	-38%	-1%	?	-0.9%	-1	-18%	-6%	0%	-43%
Cc1cc(C(=O)CSc2nc3ccccc3o2)c(C)n1C1CC1	?	-35%	-6%	6%	-0.1%	-1	?	·	-6%	?
COC(=O)c1ccc(C(=O)OC)c(NC(=S)N2CCN(c3ccccc3)CC2)c1	?	29%	1%	3%	-0.5%	4	-2%	-1%	-4%	1%
O=C(Cn1cnc2c(NCc3ccccc3)ncnc21)NCc1ccc2[nH]ccc2c1	?	23%	-2%	·	3.7%	·	7%	-21%[46.1 µM]	6%	-11%
O=C(O)CC1NCCc2ccccc21 (stereo not given)	?	14%	-4%	0%	3.4%	-3	-1%	-4%	-4%	18%
O=C(c1ccco1)N1CCN(S(=O)(=O)c2cccc([N+](=O)[O-])c2)CC1	3%	1%	0%	-3%	-0.3%	0	9%	-2%	1%[11.5 µM]	-1%
Cc1ccc(S(=O)(=O)N(CC(=O)N2CCCC2)C2CCCCC2)cc1	-1%	28%	-3%	-4%	-0.4%	8	-6%	3%[46.1 µM]	0%	-4%
COCC1CCCN(C(=O)c2cc(COc3cccc4cccnc34)on2)C1 (stereo not given)	2%	7%	-2%	7%	0.1%	1	-11%	-6%	5%	0%
Cc1ccc2c(c1)N(C(=O)CCC(=O)NCc1cccnc1)CCO2	0%	23%	-3%	·	-0.7%	-3	6%	-7%	3%	2%
O=C(Nc1ccc2cn[nH]c2c1)c1ccc(Cl)c(S(=O)(=O)N2CCOCC2)c1	?	21%	-1%	5%	-0.6%	?	?	-8%[46.1 µM]	-3%	-14%
COc1cc2c(cc1OC)CN(Cc1cc(OC)c(O)c(OC)c1)CC2	8%	-17%	-12%	2%	-0.1%	-1	1%	6%	-5%	0%

Three compounds from above, arranged by their value in CXXC DNA block, rising.
| molecule | Integrin act MD | TSG101-PTAP inh | CXXC DNA block | B2AR arrestin | TRPV1 ag | p53 reactivation | TCR activator |
| --- | --- | --- | --- | --- | --- | --- | --- |
| Cc1ccc(S(=O)(=O)N(CC(=O)N2CCCC2)C2CCCCC2)cc1 | 28% | -3% | -4% | -0.4% | 8 | -6% | 3%[46.1 µM] |
| O=C(O)CC1NCCc2ccccc21 (stereo not given) | 14% | -4% | 0% | 3.4% | -3 | -1% | -4% |
| COc1cc2c(cc1OC)CN(Cc1cc(OC)c(O)c(OC)c1)CC2 | -17% | -12% | 2% | -0.1% | -1 | 1% | 6% |

Later entries.
SMILES	ELG1 repair inh	Integrin act MD	TSG101-PTAP inh	CXXC DNA block	B2AR arrestin	TRPV1 ag	p53 reactivation	TCR activator	A-T KAP1 phos	BRCA1 expr up
FC(F)(F)c1nc2nncn2c2c1CCCCC2	?	10%	-10%	-4%	-0.2%	0	2%	3%	-2%	10%
CCc1ccc(C(=O)NC(CCSC)C(=O)O)cc1 (stereo not given)	1%	18%	-1%	9%	0.0%	-1	3%	5%[46.1 µM]	5%	-15%
Cc1ccc2ccccc2c1COC(=O)c1nonc1N	2%	1%	-1%	86%[activator]	-0.6%	1	-3%	4%	4%	0%
CCCn1c2c(c(O)c(C(=O)Nc3ccccn3)c1=O)CCCC2	10%	·	·	0%	-0.6%	1	-2%	·	2%	·
N#CC1(Nc2ccc3ccccc3c2)CCCC1	·	?	5%	·	·	·	·	2%	·	7%
CC(C)CCn1c(Sc2nc3ccccc3s2)nc2c1c(=O)[nH]c(=O)n2C	?	-41%	-4%	20%	-0.1%	12	-18%	-7%	4%	-46%
O=C(NCc1ccco1)C1CCN(S(=O)(=O)c2ccc(-n3cnnn3)cc2)CC1	-10%	14%	-3%	2%	0.3%	0	1%	-2%	4%	-18%
CCOc1ccc(NC(=O)NC2(C(=O)NCc3ccco3)CCCCC2)cc1	13%	21%	-5%	-4%	-0.2%	-1	11%	4%	-1%	21%
O=C(CC1Sc2ccccc2NC1=O)NCc1cccc(Cl)c1 (stereo not given)	11%	-3%	-3%	-5%	-1.0%	8	-2%	3%	4%	3%
CC(C)(C)NC(=O)c1ccc(Sc2ccccc2)c([N+](=O)[O-])c1	-8%	0%	-4%	7%	0.2%	?	9%	15%	-4%	-28%
CC1CCCCC12NC(=S)N(c1ccccc1)N2 (stereo not given)	?	-12%	-2%	-3%	0.0%	·	3%	-1%	1%	-10%
CC(c1ccccc1F)n1cc(C(=O)NCCCc2nc3ccccc3[nH]2)nn1 (stereo not given)	3%	-15%	-8%	4%	0.1%	3	3%	-3%	3%	-4%
CCCCC(=O)NCCc1ccc(S(N)(=O)=O)cc1	6%	-16%	-3%	-4%	-0.2%	-4	-8%	-1%	1%	0%
CC(=O)N1N=C(c2ccccc2O)CC1c1cccs1 (stereo not given)	0%	3%	-1%	1%	-0.5%	11	·	10%	-9%	33%
O=C(COC(=O)C1CCN(c2ccc(C(F)(F)F)cn2)CC1)NCc1ccccc1	3%	?	0%	·	1.0%	?	5%	61%	3%	10%
O=C(/C=C/c1ccccc1)NCCSc1ccc(Cl)cc1	-13%	0%	-2%	-8%	-0.7%	?	-2%	7%	0%	-8%
CC(OC(=O)c1cc[n+]([O-])cc1)C(=O)Nc1ccc(C(N)=O)cc1 (stereo not given)	23%	18%	-3%	·	-0.3%	-1	-3%	6%	4%	-9%
CCCN1CCN(C(=O)c2ccc3nc(CC)c(CC)nc3c2)CC1	6%	-11%	-5%	-19%	0.0%	-2	0%	-14%	-2%	-21%
Cc1ccc(/C=C2/CCc3c([nH]c4ccccc34)C2=O)cc1	?	18%	0%	12%	-0.1%	0	?	6%	4%	?
COc1ccc(NC(=O)/C(C#N)=C/c2cccnc2)c(OC)c1	-1%	2%	-3%	-27%	-0.8%	-1	5%	-5%	6%	-23%
O=C(CN1C(=O)NC(c2ccccc2)(c2ccccc2)C1=O)NCc1ccccc1	13%	?	-4%	·	0.3%	-1	-10%	2%	-1%	4%
O=c1c2ccsc2ncn1Cc1cccc(C(F)(F)F)c1	-3%	12%	-3%	2%	-0.5%	3	-1%	5%	3%	-10%
COc1ccc(/C=C/C(=O)NC(=S)NN2CCCCC2c2cccnc2)cc1OC (stereo not given)	-15%	-20%	0%	-3%	-0.4%	-1	0%	0%[46.1 µM]	5%	-19%
CC/C(C)=N/Nc1nc2sc3c(c2c(=O)[nH]1)CC(C)(C)OC3	6%	34%	-9%	3%	-0.2%	2	12%	-3%	-2%	0%
CC(=O)c1cccc(CN2CCN(CC(C)C)C(CCO)C2)c1 (stereo not given)	-11%	1%	-5%	41%	-1.0%	-4	-1%	-3%	-1%	31%
CC(=O)c1ccc(N2CCN(CC(=O)Nc3ccc(N4CCOCC4)cc3)CC2)cc1	-2%	·	·	-4%	0.2%	1	-1%	·	-7%	·
O=c1cc(CO)oc(CN2CCCC2)c1O	3%	-9%	-10%	1%	0.5%	0	1%	-8%	5%	11%
CCCCNC(=O)[C@@](CC)(ONc1ccccc1C(F)(F)F)c1cccc2ccccc12	-2%	-13%	-10%	·	0.2%	?	?	-89%	2%	-10%
COc1ccc(CNC(=O)c2csc3c2CCCC3)cc1	13%	22%	1%	·	0.2%	?	-8%	1%	0%	31%

High-throughput results from PubChem BioAssay.
